Source: PubChem BioAssay (The Scripps Research Institute Molecular Screening Center)
TCR-CD3 inh: inhibitors of human TCR-CD3 interaction. actives 0.37% (n = 360,000). AID 651800. TAMRA-labeled TCR probe fluorescence, biochemical. inhibition, % at 9.4 µM; in the data active = inhibition above about 19%;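 note: recombinant mutant TCR 2C K166C tagged with TAMRA read by polarization; 0% = receptor in buffer alone and 100% = receptor with positive control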
UHRF1 MBD2 ctr: human UHRF1 methylated DNA binding inhibitors | Q96T88 | UHRF1 binding to methylated oligo, TR-FRET | inhibition, % at 4.4 µM | actives 0.75% (n = 370,000); in the data active = inhibition above about 21%;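 note: UHRF1 SRA domain binding a hemimethylated CpG hairpin DNA probe; 0% = median of test compound wells and 100% = reference inhibitor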
Target sequence (Q96T88 whole entry, looked up, the tested form may be a part): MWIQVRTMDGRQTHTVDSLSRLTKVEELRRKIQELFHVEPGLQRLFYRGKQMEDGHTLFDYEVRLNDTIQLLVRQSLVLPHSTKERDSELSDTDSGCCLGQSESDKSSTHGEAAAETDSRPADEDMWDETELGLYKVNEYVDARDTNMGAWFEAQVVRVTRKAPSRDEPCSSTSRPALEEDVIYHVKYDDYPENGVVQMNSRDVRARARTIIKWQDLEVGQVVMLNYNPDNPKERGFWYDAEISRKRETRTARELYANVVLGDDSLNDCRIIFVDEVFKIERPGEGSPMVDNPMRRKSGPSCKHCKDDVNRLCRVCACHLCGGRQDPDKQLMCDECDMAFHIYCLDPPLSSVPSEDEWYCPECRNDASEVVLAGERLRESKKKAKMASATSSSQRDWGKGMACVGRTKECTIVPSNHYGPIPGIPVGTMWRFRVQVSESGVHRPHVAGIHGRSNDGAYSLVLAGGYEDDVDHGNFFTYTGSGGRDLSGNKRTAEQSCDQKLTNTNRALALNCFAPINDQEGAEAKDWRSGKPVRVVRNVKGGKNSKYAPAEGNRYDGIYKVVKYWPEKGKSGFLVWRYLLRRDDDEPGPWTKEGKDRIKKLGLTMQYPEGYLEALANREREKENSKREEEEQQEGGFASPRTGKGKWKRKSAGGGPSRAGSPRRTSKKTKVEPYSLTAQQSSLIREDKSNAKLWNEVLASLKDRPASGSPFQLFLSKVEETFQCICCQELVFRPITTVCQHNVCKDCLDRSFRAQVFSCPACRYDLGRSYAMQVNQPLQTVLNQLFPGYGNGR
MBD2 inh: inhibitors of human MBD2 binding to methylated oligonucleotide; Q9UBB5; TR-FRET; inhibition, % at 4.4 µM; actives 0.31% (n = 370,000); AID 686964; in the data active = inhibition above about 13%
Tn7 DDE FP: disrupts Tn7 cyclic peptide binding to fibrin D-Dimer-E complex; P02675; FP displacement of FITC-Tn7 peptide from fibrin DD(E); 0% = median of compound wells per plate; inhibition, % at 8.3 µM; actives 0.13% (n = 370,000); AID 720508;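 active = inhibition above the mean of compounds falling within the control limits plus 3 SD of them, cut at about 14% in these data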;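 note: 0% = plate median of compound wells and 100% = 10 µM Aha-Tn7 peptide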
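system = human fibrin DD(E) protein | quantity = DD(E) 2 µM final | medium = Tris/NaCl/CaCl2 buffer, pH 7.8 | also added = labelled Tn7 tracer, 0.1 µM | compound dosing = single point at 8.3 µM | timing = compound with protein 10 min, then 3 h after probe, room temperature | signal = FP measurement | benchmarks = Aha-Tn7 high control | repeats = one replicate per compound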
proKLK7 act: proKLK7 (human) activation, primary screen; P49862; purified proKLK7, EDANS-DABCYL substrate fluorescence; 100% is mature enzyme control, 0% vehicle; activation, % at 7 µM; actives 0.9% (n = 370,000);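 active = activation above the mean of all tested compounds plus 3 SD, computed per campaign excluding outliers beyond control limits, cut at about 13% in these data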
Target sequence (P49862 whole entry, looked up): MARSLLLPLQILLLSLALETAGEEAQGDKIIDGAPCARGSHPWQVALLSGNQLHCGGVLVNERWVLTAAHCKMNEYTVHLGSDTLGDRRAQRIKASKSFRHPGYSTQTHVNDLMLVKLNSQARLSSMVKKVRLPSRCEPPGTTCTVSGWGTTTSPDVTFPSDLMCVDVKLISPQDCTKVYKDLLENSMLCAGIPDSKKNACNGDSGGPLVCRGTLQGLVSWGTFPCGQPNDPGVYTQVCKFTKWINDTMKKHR
TDP2 inh: TDP2 (human) inhibition, absorbance primary screen; actives 0.34% (n = 370,000); inhibition, % at 12.8 µM; recombinant TDP2, T5PNP hydrolysis, p-nitrophenol absorbance 415 nm; O95551;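 active = inhibition above the mean of all tested compounds plus 3 SD, set per campaign, cut at about 25% in these data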;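 note: 0% = DMSO with enzyme and 100% = buffer with substrate but no TDP2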
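System – recombinant human TDP2 · Quantity – TDP2 enzyme at 120 nM final · Doses – single concentration, 12.8 µM nominal, with 1% DMSO · Incubation – 2 h at 37 °C · Measured by – epi absorbance of p-nitrophenol freed from T5PNP by hydrolysis · Read-out – % inhibition relative to enzyme-containing and enzyme-free wells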
PRMT1 FP inh: inhibitors of human PRMT1; inhibition, % at 2.79 µM; recombinant PRMT1, activity-based probe fluorescence polarization; Q99873; actives 1.3% (n = 370,000); AID 652257;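 active = inhibition above about 21% made by adding two undisclosed values, limit read from the data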
SIAE inh: blocks human sialic acid acetylesterase. Q9HAT2. SIAE FP-Rh probe binding, fluorescence polarization. inhibition, % at 9.66 µM. actives 0.69% (n = 370,000). AID 1053197;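 active = inhibition above a cutoff: mean of compounds within the control limits plus 3 SD of those, cut at about 17% in these data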;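 note: 0% = plate median of compound wells and 100% = probe without SIAE protein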
LEDGF integ inh: blocks HIV-1 LEDGF/p75-dependent DNA integration; TR-FRET IN-LEDGF/p75 DNA integration, Eu/Cy5; inhibition, % at 3.7 µM; actives 0.64% (n = 370,000);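 active = inhibition above the screen-wide mean plus 3 SD, cut at about 13% in these data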;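 note: signal is the Cy5 over europium emission ratio at 671 and 618 nm; 0% = plate median of compound wells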
Tn6 DDE FP: inhibitors of Tn6 peptide binding to human fibrin DD(E). Fibrin DD(E) TRITC-Tn6 fluorescence polarization displacement. actives 0.21% (n = 370,000). P02675. inhibition, % at 8.3 µM. AID 720509;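 active = inhibition above a per-campaign cutoff: mean of compounds within control limits plus 3 SD, cut at about 15% in these data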;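 note: 0% = median of all compound wells on the plate and 100% = blocking peptide control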
* = called active by the depositor; . = no result given.

SMILES	TCR-CD3 inh	UHRF1 MBD2 ctr	MBD2 inh	Tn7 DDE FP	proKLK7 act	TDP2 inh	PRMT1 FP inh	SIAE inh	LEDGF integ inh	Tn6 DDE FP
N/C(=N\OC(=O)CC1CCCCC1)c1ccc([N+](=O)[O-])cc1	-3	2	0	8	-0.2	0	2	8	0	2
O=C(C1CCN(S(=O)(=O)c2cccc3nsnc23)CC1)N1CCc2ccccc21	6	-3	-5	4	0.0	6	-2	3	0	-3
CCOc1cc(OCC)cc(C(=O)Nc2cccnc2)c1	2	-2	0	3	-0.2	-4	-2	-3	0	4
CC(C)C[C@H]1CNC(=O)C(=O)N1CC1CCN(CCC(C)c2ccccc2)CC1 (stereo partly specified)	8	-3	1	2	0.3	3	1	-5	0	9
Cc1c(CNC(=O)C2CC2)c(-n2cccc2)n(Cc2ccccc2)c1C	-5	2	-2	6	-0.2	-15	4	4	-6	0
Cc1c(C)c([N+](=O)[O-])c(C)c(C)c1N	5	-2	-1	6	0.8	-3	-4	1	-1	-5
CS(=O)(=O)N(CC(=O)N1CCCCCC1)c1ccc2c(c1)OCCO2	1	-2	-2	-5	0.2	-9	0	-2	-2	-1
N#Cc1cccc(Oc2ccc(-c3cnc4ccccc4n3)cc2)c1C#N	3	0	1	7	-1.1	-12	0	-6	-2	5
O=S(=O)(c1ccccc1)N1CCN(C(=S)NCCc2ccccc2)CC1	4	1	-4	2	0.7	-2	0	-2	0	-4
CCOc1ccc(N(CC(=O)Nc2cccc(F)c2)S(=O)(=O)c2c(C)noc2C)cc1	0	5	8	3	0.4	0	9	-6	0	-1
COc1ccc(NC(=O)CN(C)C(=O)Cc2coc3cc(C)c(C)cc23)cc1	1	-2	3	-6	0.1	-3	2	-8	2	4
NC(=O)CSc1ncc(-c2ccc([N+](=O)[O-])cc2)[nH]1	6	-5	0	12	-0.1	-8	1	1	-3	-2
Cc1ccc(C)n1Cc1ccccc1Cl	-8	-3	3	3	0.5	-1	0	2	2	-2
CC(C)NCCOCCSc1ccc(Cl)cc1	14	-2	3	-4	-0.3	6	-2	5	0	-6
COc1cccc(C2CCCN2Cc2nc(-c3cnccn3)no2)c1 (stereo unspecified)	0	1	-3	-2	0.4	-10	-4	5	2	3
CN(CC(=O)O/N=C(\N)c1ccccn1)S(=O)(=O)c1ccccc1	-1	1	5	-3	-0.4	-1	-2	-5	4	-1
C=CCn1c(COc2ccccc2OC)nc2ccccc21	-5	2	-2	-12	-0.4	-16	-1	4	6	-1
O=C(O)CCCC(=O)Nc1cccc(C(F)(F)F)c1	4	8	-6	4	0.4	-3	-2	6	-2	2
O=C(NC(Cc1ccccc1)C(=O)N1CCN(S(=O)(=O)c2ccccc2)CC1)c1ccccc1 (stereo unspecified)	4	0	1	-2	0.7	-9	4	-4	2	-11
C[C@@H](O)CC#Cc1ccc2oc(=O)c(-n3cc(-c4ccsc4)nn3)cc2c1	5	1	-1	-2	0.3	2	-3	-4	0	4
O=C(c1cc(COc2ccc3c(c2)CCCC3)on1)N1CCCC1	0	1	1	-5	-0.7	10	-2	-3	1	-1
CCOC(=O)c1c(NC(=O)Cn2c(C)nc3ccccc32)sc2c1CCC2	3	0	1	-4	0.1	-1	1	-1	3	-4
C/C(Cl)=C/Cn1c(N2CCCC2)nc2c1c(=O)n(C)c(=O)n2C	3	0	5	-3	-0.1	-2	0	0	1	-3
CCN(C(=O)c1ccc2c(c1)OCO2)C12CC3CC(CC(C3)C1)C2	-4	4	6	2	-0.1	-5	11	-2	-5	-8
CC(O)CN(C)CC/C=C1/c2ccccc2CSc2ccccc21 (stereo unspecified)	6	-1	-3	4	-0.2	7	0	13	-1	-1
CC1(c2ccc3ccccc3c2)NC(=O)N(CC(=O)NCC(C)(C)N2CCOCC2)C1=O (stereo unspecified)	2	-2	-2	-1	0.1	4	-3	3	2	2
CCOC(=O)C1CCN(C(=O)CC2C(=O)N(Cc3ccccc3)C(C)c3nc4ccccc4n32)CC1 (stereo unspecified)	-1	-2	0	-2	0.3	5	-6	8	0	6
Cc1ccc2c(c1)c1c(c(=O)n(-c3ccccc3C)c(=O)n1CC(=O)NCC1CCCO1)n2C (stereo unspecified)	-8	0	1	-7	-3.4	-2	6	2	4	2
CCS(=O)(=O)c1nc(S(=O)(=O)c2ccc(C)cc2)c(N2CCCC(C)C2)s1 (stereo unspecified)	4	-4	-3	-1	-0.3	18	-1	-8	5	-9
Cc1nn(C)cc1S(=O)(=O)Nc1ccc(C(F)(F)F)cc1	12	1	-5	-3	-0.3	11	-1	-1	-1	7
Fc1ccc(C2Nc3cccc4cccc(c34)N2)cc1	1	-3	-8	8	-0.2	5	9	19*	1	6
CCN(CC)c1ccc(NC(=O)COC(=O)CCC(=O)c2cccs2)cc1	-6	-2	-1	-7	-0.3	-14	-4	3	0	11
O=S1(=O)N[C@@H](Cc2ccccc2)COc2cc(Br)ccc21	-9	0	2	-3	0.4	-5	0	3	-1	-1
COc1ccc(/C=C/C(=O)NCCOc2ccccc2OC)cc1	1	7	-2	-4	0.1	-2	-2	4	1	7
Cc1cccc(C)c1NC(=O)NC1(C(=O)N2CCOCC2)CCCCC1	7	-1	-4	-2	0.7	-7	0	0	-2	7
COc1cc2c(c(O)c1OC)C1Cc3ccc(OC)c(OC)c3CN1CC2 (stereo unspecified)	5	-2	-5	4	0.8	-8	6	7	-3	4
O=C(NC1CCCCC1)C(c1ccc(C(F)(F)F)cc1)n1c(=O)c(-c2ccccc2)nc2ccccc21 (stereo unspecified)	-1	5	-1	11	-0.7	-3	1	-20	-3	-2
CC1(c2cccc(Br)c2)NC(=O)N(CC(=O)Nc2ccc3c(c2)OCO3)C1=O (stereo unspecified)	7	-2	4	3	0.1	5	-1	6	0	1
O=C(O)c1ccc(N2C(=O)C3C4c5ccccc5C(Br)(c5ccccc54)C3C2=O)cc1 (stereo unspecified)	9	2	0	-3	0.5	10	2	-7	2	2
O=C(OCc1cn(Cc2ccc(F)cc2F)nn1)N1CCCC1	.	1	7	3	0.3	-2	2	0	1	-17
CC(NC(=O)c1ccccc1)c1nnc(SCC(=O)Nc2nnc(C3CC3)s2)n1C (stereo unspecified)	4	2	4	3	-0.5	3	0	2	-2	-3
C=CCn1cc(C(=O)NCc2ccc3c(c2)OCO3)c(=O)c2cc(S(=O)(=O)N(CC)CC)ccc21	5	5	7	3	-2.3	4	3	-10	3	-2
CC(Oc1ccc(Cl)cc1Cl)C(=O)OCC(=O)c1c(N)n(C)c(=O)n(C)c1=O (stereo unspecified)	-1	-2	3	-4	0.3	-15	-3	-9	0	-1
O=C(Nn1cnnc1)c1ccc(Cl)c(Cl)c1	3	3	1	1	-0.6	4	-4	-4	3	-4
CCOc1ccc(CCNC(=O)c2cc3sccc3n2CC)cc1OCC	0	-2	4	2	0.2	2	0	6	-3	4

An excerpt from above in order of formula weight, low to high.
SMILES	TCR-CD3 inh	UHRF1 MBD2 ctr	MBD2 inh	Tn7 DDE FP	proKLK7 act	TDP2 inh	PRMT1 FP inh	SIAE inh	LEDGF integ inh	Tn6 DDE FP
O=C(Nn1cnnc1)c1ccc(Cl)c(Cl)c1	3	3	1	1	-0.6	4	-4	-4	3	-4
O=C(O)CCCC(=O)Nc1cccc(C(F)(F)F)c1	4	8	-6	4	0.4	-3	-2	6	-2	2
C=CCn1c(COc2ccccc2OC)nc2ccccc21	-5	2	-2	-12	-0.4	-16	-1	4	6	-1
Cc1nn(C)cc1S(=O)(=O)Nc1ccc(C(F)(F)F)cc1	12	1	-5	-3	-0.3	11	-1	-1	-1	7
Cc1c(CNC(=O)C2CC2)c(-n2cccc2)n(Cc2ccccc2)c1C	-5	2	-2	6	-0.2	-15	4	4	-6	0
O=S1(=O)N[C@@H](Cc2ccccc2)COc2cc(Br)ccc21	-9	0	2	-3	0.4	-5	0	3	-1	-1
O=S(=O)(c1ccccc1)N1CCN(C(=S)NCCc2ccccc2)CC1	4	1	-4	2	0.7	-2	0	-2	0	-4
CC(C)C[C@H]1CNC(=O)C(=O)N1CC1CCN(CCC(C)c2ccccc2)CC1 (stereo partly specified)	8	-3	1	2	0.3	3	1	-5	0	9
O=C(C1CCN(S(=O)(=O)c2cccc3nsnc23)CC1)N1CCc2ccccc21	6	-3	-5	4	0.0	6	-2	3	0	-3
CC(Oc1ccc(Cl)cc1Cl)C(=O)OCC(=O)c1c(N)n(C)c(=O)n(C)c1=O (stereo unspecified)	-1	-2	3	-4	0.3	-15	-3	-9	0	-1
CC(NC(=O)c1ccccc1)c1nnc(SCC(=O)Nc2nnc(C3CC3)s2)n1C (stereo unspecified)	4	2	4	3	-0.5	3	0	2	-2	-3
CC1(c2cccc(Br)c2)NC(=O)N(CC(=O)Nc2ccc3c(c2)OCO3)C1=O (stereo unspecified)	7	-2	4	3	0.1	5	-1	6	0	1
CCOc1ccc(N(CC(=O)Nc2cccc(F)c2)S(=O)(=O)c2c(C)noc2C)cc1	0	5	8	3	0.4	0	9	-6	0	-1
CCOC(=O)C1CCN(C(=O)CC2C(=O)N(Cc3ccccc3)C(C)c3nc4ccccc4n32)CC1 (stereo unspecified)	-1	-2	0	-2	0.3	5	-6	8	0	6

Further entries.
SMILES	TCR-CD3 inh	UHRF1 MBD2 ctr	MBD2 inh	Tn7 DDE FP	proKLK7 act	TDP2 inh	PRMT1 FP inh	SIAE inh	LEDGF integ inh	Tn6 DDE FP
C/C(=N/NC(=O)c1ccc(-c2ccccc2)cc1)c1cccc(O)c1	3	-1	6	6	-0.3	6	-2	1	-2	3
CCCCn1c(N)c(N(Cc2ccccc2OC)C(=O)COc2ccc(C)cc2)c(=O)[nH]c1=O	-2	7	-1	-1	-0.3	-6	1	11	-3	-7
Cc1cc(NC(=O)CCN2C(=O)/C(=C/c3ccccc3Cl)SC2=S)no1	-6	0	2	-6	-0.5	1	-1	-10	2	-1
CCOc1ccc(C2C3=C(CCCC3=O)OC(N)=C2[N+](=O)[O-])cc1 (stereo unspecified)	-3	2	-3	-4	-0.4	-7	0	-2	1	-3
N#CC1=C(N)OC2=C(C(=O)CC(c3ccco3)C2)C1c1ccc(OCc2c(F)cccc2Cl)cc1 (stereo unspecified)	-4	-1	-2	5	-0.1	6	-5	-10	4	3
C/C(CC(=O)Nc1ccc(OCc2ccccc2)cc1)=N\NC(=O)C(=O)Nc1ccccc1C	0	1	-2	-8	-0.7	0	0	-2	4	-6
Cc1cccc(C2CC(c3ccc(Cl)cc3)Nc3nc(N)nn32)c1 (stereo unspecified)	1	-1	3	2	-1.5	9	-2	0	-4	8
Cc1ccccc1-c1cc2nc(NCc3ccccc3)n(C)c(=O)c2s1	2	-1	-1	4	-0.8	0	1	-28	1	-7
O=C(NC1CCCCCC1)C1CCN(c2nc3ccccc3o2)CC1	-4	2	7	4	0.0	-1	-1	-3	-1	-3
